Screening results from PubChem BioAssay.
PI5P4Ka inh: qHTS for Inhibitors of phosphatidylinositol 5-phosphate 4-kinase (PI5P4K); AID 652105, 2013; PI5P4Kalpha enzyme, ADP-Glo luminescence, 60 min; active compounds read low; actives 1.2% (n = 330,000); Phosphatidylinositol 5-phosphate 4-kinase type-2 alpha (Homo sapiens), P48426; max response, %; active = max response of -50% or lower; inconclusive = between -30% and -50%; inactive = -30% or higher; note: value at the top dose of about 77 µM; % is set by controls: 0 for no effect and ±100 for the full control effect
Target sequence (P48426 whole entry, looked up): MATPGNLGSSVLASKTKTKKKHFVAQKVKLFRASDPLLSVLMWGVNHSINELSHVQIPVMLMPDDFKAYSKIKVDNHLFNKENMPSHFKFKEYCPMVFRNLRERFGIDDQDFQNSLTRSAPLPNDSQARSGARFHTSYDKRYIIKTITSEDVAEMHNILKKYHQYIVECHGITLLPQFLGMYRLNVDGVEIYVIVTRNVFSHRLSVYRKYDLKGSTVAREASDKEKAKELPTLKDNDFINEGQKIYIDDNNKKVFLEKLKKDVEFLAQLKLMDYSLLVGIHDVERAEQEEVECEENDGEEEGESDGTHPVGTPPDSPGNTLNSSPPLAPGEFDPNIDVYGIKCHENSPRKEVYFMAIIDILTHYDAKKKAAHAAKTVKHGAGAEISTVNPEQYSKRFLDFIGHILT
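Human PI5P4Kalpha with substrate in 0.038 M HEPES pH 7.4, 0.28 mM EGTA, 0.1% CHAPS, 5% DMSO; reaction started with 5 microM ATP (final), 60 min at room temperature. ADP formed read by ADP-Glo luminescence.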
EPAC1 ag: qHTS for Agonist of cAMP-regulated guanine nucleotide exchange factor 3 (EPAC1): primary screen. EPAC1 agonist qHTS, biochemical assay; response scale: 100% = response to 6.5 mM cAMP. actives 0.073% (n = 360,000). Potency, µM (highest dose often 154 µM), for inactives: top-dose activation, usual class: activators. AID 720707, 2013. Rap guanine nucleotide exchange factor 3 (Homo sapiens), O95398; note: potency is the fitted concentration of half-maximal effect; nearly all actives have a fitted effect of over 60% in size
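Compounds were pinned as a concentration titration into mixtures of EPAC1 (100 nM), BODIPY-GDP-loaded Rap1B (250 nM) and GDP (50 uM). After 5 min at room temperature, fluorescence was followed for 30 min; activity was scaled to 6.5 mM cAMP.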
IL2 activator: qHTS of IL-2 Activators; IL-2 activation reporter assay, cell-based qHTS; stimulated with anti-CD3/CD4/CD28 beads; in transgenic mouse T cells; activation, % (series mostly up to about 46 µM); actives 0.065% (n = 360,000); AID 652025, 2013; in the data active = activation above about 50%; inconclusive = mostly about 30% to 49%; note: 0% is about no effect
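Unstimulated transgenic mouse T cells, 750 per well, received compound and, after 60 minutes, anti-CD3/anti-CD4 bead plus anti-CD28 stimulation. EGFP and DsRed were quantified after 18 hours.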
EPAC2 ag: qHTS for Agonist of cAMP-regulated guanine nucleotide exchange factor 4 (EPAC2): primary screen. EPAC2 activation, biochemical qHTS; response scale: 100% = 6.5 mM cAMP response. Potency, µM (series often up to 154 µM), for the others: top-dose activation, hits mostly activators. actives 0.079% (n = 360,000); note: potency is the fitted concentration of half-maximal effect; nearly all actives have a fitted effect of over 50% in size
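EPAC2 (100 nM) mixed with Rap1B loaded with BODIPY-GDP (250 nM) plus 50 uM unlabeled GDP; compounds pinned in, 5 min RT, then read every 5 min for 30 min (ex 480, em 540 nm). Normalized to cAMP control.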
EPAC1 antag: qHTS for Antagonist of cAMP-regulated guanine nucleotide exchange factor 3 (EPAC1): primary screen; Rap guanine nucleotide exchange factor 3 (Homo sapiens), O95398; EPAC1 GEF assay, Rap1b-BODIPY-GDP exchange fluorescence; Potency, µM (series often up to 115 µM), inactives show top-dose activity change, negative = inhibition, hits mostly inhibitors; actives 0.14% (n = 360,000); AID 720709, 2013;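 note: potency is the fitted concentration of half-maximal effect; plate controls were vehicle for no effect and positive control for full effect; nearly all actives have a fitted effect of over 50% in size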
PLK1 PBD block: qHTS for Inhibitors of PLK1-PDB (polo-like kinase 1 - polo-box domain): Primary Screen | Plk1 PBD binding of FITC phosphopeptide, fluorescence polarization | Potency, µM, for the others: max response, negative = inhibition, usual class: inhibitors | Serine/threonine-protein kinase PLK1 (Homo sapiens), P53350 | actives 2.8% (n = 360,000) | AID 720504, 2013; note: potency is the fitted concentration of half-maximal effect; series mostly up to about 57 µM; % is set by controls: 0 for no effect and ±100 for the full control effect; nearly all actives have a fitted effect of over 65% in size
Target sequence (P53350 whole entry, looked up, the tested form may be a part): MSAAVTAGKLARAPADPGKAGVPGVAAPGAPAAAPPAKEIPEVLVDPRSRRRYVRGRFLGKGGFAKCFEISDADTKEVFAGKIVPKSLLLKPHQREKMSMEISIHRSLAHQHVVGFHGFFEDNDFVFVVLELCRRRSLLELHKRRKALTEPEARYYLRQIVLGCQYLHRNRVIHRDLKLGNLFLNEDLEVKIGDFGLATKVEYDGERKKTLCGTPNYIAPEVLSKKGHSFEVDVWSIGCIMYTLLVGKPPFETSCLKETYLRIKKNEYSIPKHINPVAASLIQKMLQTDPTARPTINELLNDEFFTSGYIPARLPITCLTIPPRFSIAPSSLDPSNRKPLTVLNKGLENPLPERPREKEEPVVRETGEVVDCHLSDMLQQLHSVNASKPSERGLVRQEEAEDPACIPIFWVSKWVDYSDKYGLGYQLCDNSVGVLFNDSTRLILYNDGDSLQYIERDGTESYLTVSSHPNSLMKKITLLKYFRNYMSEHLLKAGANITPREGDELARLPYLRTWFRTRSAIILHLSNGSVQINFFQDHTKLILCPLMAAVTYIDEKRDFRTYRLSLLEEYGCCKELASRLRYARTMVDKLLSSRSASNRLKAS
WRN helicase inh: qHTS for Inhibitors of WRN Helicase; Bifunctional 3'-5' exonuclease/ATP-dependent helicase WRN (Homo sapiens), Q14191; WRN helicase unwinding, fluorescent forked duplex, kinetic; Potency, µM (top dose mostly 114 µM), for the others: at the highest dose activity change, negative = inhibition, hits mostly inhibitors; actives 0.46% (n = 360,000); AID 651768, 2012; note: potency is the fitted concentration of half-maximal effect; % is set by controls: 0 for no effect and ±100 for the full control effect; nearly all actives have a fitted effect of over 55% in size
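Kinetic red-fluorescence monitoring (525/598 nm) tracks WRN helicase activity after 100 nM fluorophore-quencher forked duplex and 2 mM ATP are added to 20 nM enzyme pretreated 15 min at room temperature with compound.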
CCT chaperon mod: High-Throughput Screening for Modulators of Cytosolic Chaperonin Activity | purified chaperonin ATPase assay, HTRF ADP detection, 30 min | activity change, % (no concentration beside the values), hits read low | actives 0.3% (n = 360,000); in the data active = activity change below about -30%; note: % is set by controls: 0 for no effect and ±100 for the full control effect
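TRiC at 40 or 20 nM final (batch-dependent) in 30 mM Tris pH 7.4, 100 mM KCl, 5 mM MgCl2, 1 mM DTT, with compound at single 76 uM and 10 uM ATP, 30 min at 37 deg C. ADP detected by HTRF Transcreener, 665/615 ratio.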
* hit, by the source's call; ? = inconclusive; . = no result given; [ ] = remark or other dose. Unless noted, calls come from the whole dose curve; as a rule, active = well fitted curve in the direction sought with a large enough effect; inconclusive = small, poorly fitted or top-dose-only effect, or another doubt; inactive = no such curve, though single readings can be large; an effect the other way counts as inactive or inconclusive. Some of the compounds tested; count on the stated rates, not on these rows.

SMILES	PI5P4Ka inh	EPAC1 ag	IL2 activator	EPAC2 ag	EPAC1 antag	PLK1 PBD block	WRN helicase inh	CCT chaperon mod
CCOC(=O)C1=C(N)OC2=C(C(=O)CC(C)C2)C1c1cccnc1 (stereo unspecified)	-5.3	-2.7%	-4.7	-1.4%	4.1%	-12.6%	-1.6%	0.8
COc1cccc(C2Nc3ccccc3C(=O)N2c2ccc(F)cc2)c1O (stereo unspecified)	1.6	1.8%	-2.4	0.3%	-12.6%	-4.8%	-13.2%	-0.1
Cc1cnc(CNC(=O)c2ccc3sc([C@@H]4O[C@H](CO)[C@H](O)[C@H](O)[C@H]4O)nc3c2)cn1	-2.5	-22.0%	-0.2	1.6%	-5.7%	-1.2%	9.4%[57.1 µM]	-0.8
O=[N+]([O-])c1cc(Cl)c(Cl)c(Cl)c1Cl	4.5	-9.3%	-0.7	6.9%	-1.1%	-12.1%	-5.0%	-0.1
CC1Cc2ccccc2N1C(=O)Cn1c(=O)cc(O)c2ccccc21 (stereo unspecified)	.	-2.5%	-2.6	11.4%	3.1%	-3.3%	-2.1%	0.9
Cc1ccc([N+](=O)[O-])cc1NC(=O)CCSc1ccc(Cl)cc1	-70.2*	-0.5%	-0.9	-14.6%[15.6 µM]	6.5%	0.5%	-0.6%	-2.2
Nc1cc(=O)[nH]c(SCC(=O)Nc2ccc(Br)cc2)n1	8.0	-1.3%	1.2	4.2%	9.0%	-0.1%	0.5%	-2.9
Nc1ncnc2nc(SCCC(=O)O)[nH]c12	?	9.4%	3.5	7.4%	-1.9%	?	0.8%	-5.5
O=S(=O)(/C=C/c1ccccc1)N1CCN(c2ccccc2)CC1	-9.8	-1.1%	-1.5	-6.5%	-2.4%	?	5.0%	-3.6
CCN1CCN(C(=O)CNC(=O)c2nn(-c3ccc(OC)cc3)c(=O)c3ccccc23)CC1	-8.5	9.2%	0.4	-6.0%	0.7%	-11.4%	5.9%	-1.4
CCSc1nnc(NC(=O)CCN2C(=O)C3CCCCC3C2=O)s1 (stereo unspecified)	0.5	-3.2%	-0.2	7.7%	-0.3%	0.2%	3.9%	-1.0
CC(=O)c1c(C)[nH]c(C(=O)OCC(=O)NCc2ccccc2)c1C	-10.3	1.6%	-0.4	7.3%	4.5%	-1.0%	14.4%	-1.8
CSc1nc2nc3c(cn2n1)C(=O)CC(c1ccccc1)C3 (stereo unspecified)	.	13.3%	2.5	6.3%	5.8%	-8.5%	1.0%	-3.8
O=C(CCCSc1nc(-c2ccco2)cc(C(F)(F)F)n1)NCC1CCCO1 (stereo unspecified)	-3.0	-15.6%	-0.4	1.2%	-1.8%	-10.4%	-8.5%	-0.6
O=[N+]([O-])c1cccc(-c2csc(Nc3ccccc3)n2)c1	7.9	8.7%	2.3	15.4%	?	-19.9%	-8.8%	-0.9
O=CNCCCc1nc2ccccc2n1CCc1ccccc1	8.9	-0.4%	-4.8	16.2%	-28.0%	-13.3%	0.9%	-1.8
Cc1c(C(=O)N(Cc2cccs2)C2CCS(=O)(=O)C2)oc2ccccc12 (stereo unspecified)	.	0.0%	-0.1	0.6%	-11.9%	-2.3%	8.3%	-1.6
Cc1cc(C(=O)N/N=C/c2cc(Br)c(Br)o2)n[nH]1	-5.5	-6.9%	1.6	5.5%	-15.4%	-22.6%	?	0.6
CCn1c(C)c(C(C)=O)cc(C#N)c1=O	-3.3	3.9%	0.1	1.4%	-10.6%	5.7%	7.2%	-1.1
CC(=O)N(C)c1ccc(OCC(O)Cn2c3ccc(Cl)cc3c3cc(Cl)ccc32)cc1 (stereo unspecified)	-4.2	6.7%	-3.0	-0.9%	1.7%	-0.2%	2.4%	-0.4
COc1ccc(OCc2nnc3n2N=C(c2ccc(Br)cc2)CS3)cc1	0.5	-8.1%	-1.1	9.9%	?	-15.7%	-9.9%	-2.8
Cc1cccc(N2C(=O)c3cccc(Oc4ccc(Cl)cc4)c3C2=O)c1	5.6	10.1%	0.7	7.4%	3.7%	-2.8%	-5.2%	-0.8
COc1ccccc1NC(=O)c1ccc(SCC(=O)NCc2ccccc2Cl)c([N+](=O)[O-])c1	-13.7	-22.3%	1.3	3.8%	-0.3%	-4.5%	2.6%	-0.4
CCOC(=O)CNC(=O)C1CCN(S(=O)(=O)c2ccc(-c3nn[nH]n3)cc2)CC1	2.1	-3.8%	0.2	-2.5%	-11.3%	3.1%	-7.2%[57.1 µM]	1.5
COc1cccc(NC(=O)c2ccc(NC(=O)C(C)(C)C)cc2)c1	6.5	-2.7%	0.4	17.0%	-13.4%	-10.2%	-28.6%	-1.1

Two compounds drawn at random from those above, as already listed:
SMILES	PI5P4Ka inh	EPAC1 ag	IL2 activator	EPAC2 ag	EPAC1 antag	PLK1 PBD block	WRN helicase inh	CCT chaperon mod
O=CNCCCc1nc2ccccc2n1CCc1ccccc1	8.9	-0.4%	-4.8	16.2%	-28.0%	-13.3%	0.9%	-1.8
O=[N+]([O-])c1cccc(-c2csc(Nc3ccccc3)n2)c1	7.9	8.7%	2.3	15.4%	?	-19.9%	-8.8%	-0.9

Next part
SMILES	PI5P4Ka inh	EPAC1 ag	IL2 activator	EPAC2 ag	EPAC1 antag	PLK1 PBD block	WRN helicase inh	CCT chaperon mod
Nc1nnc(SCc2ccc(F)cc2)n1-c1ccccc1	.	1.7%	-2.3	-5.4%	11.4%	-0.5%	1.5%	-2.3
CC1=C(C(=O)OCC2CCCO2)C(c2ccc(C)cc2)C2=C(CCCC2=O)N1 (stereo unspecified)	-4.8	2.2%	3.1	-0.6%	-1.5%	-5.9%	-1.0%	1.0
CCOC(=O)C(=O)Nc1nnc(SCc2ccc(F)cc2)s1	-13.6	1.9%	1.6	7.4%	-1.7%	-16.9%	4.2%	-3.5
CC1=NN(C(N)=S)C(=O)C1N=Nc1cccc(Cl)c1C (stereo unspecified)	1.7	16.4%	-0.3	-1.8%	-0.4%	-19.4%	-2.2%	-3.1
CN(Cc1c(C(=O)N/N=C/c2cccs2)nnn1-c1nonc1N)c1ccccc1	-0.9	16.6%	-0.5	15.3%	0.4%	-20.0%	-9.2%	-1.9
O=C(CCCOc1ccc(Br)cc1)NNC(=O)c1ccncc1	-1.5	-31.6%	-0.9	-2.6%	-0.9%	-3.0%	-3.4%	0.4
CC(=O)Nc1nc(C)c(-c2csc(Nc3cccc([N+](=O)[O-])c3)n2)s1	-13.1	-19.2%	0.2	-9.2%	-7.3%	-0.2%	-26.7%[57.1 µM]	-0.4
COc1ccc(/C=C/C(=O)OCC(=O)c2c(C)[nH]c3ccccc23)cc1OC	4.2	4.0%	-0.2	2.1%	-8.2%	-9.1%	-22.9%	-0.1
Cc1ccc(Cn2c(C3CCCN3c3nc(-c4cc(Cl)c(N)c(Cl)c4)cs3)nc3cc(C(=O)NCCCO)ccc32)cc1 (stereo unspecified)	0.7	-6.6%	0.5	5.3%	-10.8%	?	-7.8%	-0.8
CC(OC(=O)CN1C(=O)c2ccccc2C1=O)C(=O)NC1CCCC1 (stereo unspecified)	4.3	-6.4%	3.6	-0.9%	-5.3%	0.1%	0.1%	0.1
CCOC(=O)C1=C(C)NC(=O)NC1C1CC=CCC1 (stereo unspecified)	-15.7	-11.5%	0.6	-7.3%	-16.7%	?	7.0%	0.2
Cc1ccc(S(=O)(=O)c2nc(-c3ccccc3Cl)oc2NCCCN2CCOCC2)cc1	-4.1	-5.3%	-1.2	9.5%	-20.0%	-15.8%	-26.6%	-1.0
NC(=O)CC(NC(=O)Cc1ccc(Br)cc1)c1ccc(NCCc2ccc(F)cc2)c([N+](=O)[O-])c1 (stereo unspecified)	-1.3	-1.7%	-0.7	1.5%	-0.3%	9.0%	9.9%	-0.2
O=C(NCCN1CCOCC1)/C(=C/c1ccc(F)cc1)NC(=O)c1ccccc1	7.3	-1.9%	-2.2	8.7%	30.4%[activator]	-12.8%	-2.5%	-4.8
CCOc1ccc(-c2nnc3sc(COc4ccc(C)cc4)nn23)cc1	0.1	16.7%	-1.4	1.7%	-13.5%	?	2.9%	-1.3
COc1cc(OC)cc(-c2oc3cccnc3c2C#CCCO)c1	-1.7	12.9%	0.2	-3.3%	2.3%	-6.7%	-6.8%	1.0
O=C(c1ccc(OCC2CCCO2)cc1)N1CCN(c2ccccc2)CC1 (stereo unspecified)	-1.5	-2.3%	-2.0	4.8%	4.2%	-1.1%	16.3%	-0.6
COc1ccc(NC(=O)C[C@H]2C(=O)N(C3CCCCC3)C[C@@H]2c2ccccc2)cc1	0.2	-5.9%	6.7	2.8%	-5.7%	1.7%	1.3%	1.1

An excerpt from above in order of molecular weight, low to high:
SMILES	PI5P4Ka inh	EPAC1 ag	IL2 activator	EPAC2 ag	EPAC1 antag	PLK1 PBD block	WRN helicase inh	CCT chaperon mod
CCOC(=O)C(=O)Nc1nnc(SCc2ccc(F)cc2)s1	-13.6	1.9%	1.6	7.4%	-1.7%	-16.9%	4.2%	-3.5
COc1ccc(NC(=O)C[C@H]2C(=O)N(C3CCCCC3)C[C@@H]2c2ccccc2)cc1	0.2	-5.9%	6.7	2.8%	-5.7%	1.7%	1.3%	1.1
Cc1ccc(S(=O)(=O)c2nc(-c3ccccc3Cl)oc2NCCCN2CCOCC2)cc1	-4.1	-5.3%	-1.2	9.5%	-20.0%	-15.8%	-26.6%	-1.0

PI5P4Ka inh: entries above that show a hit
compound	PI5P4Ka inh	EPAC1 ag	IL2 activator	EPAC1 antag	PLK1 PBD block	WRN helicase inh	CCT chaperon mod
Cc1ccc([N+](=O)[O-])cc1NC(=O)CCSc1ccc(Cl)cc1	-70.2*	-0.5%	-0.9	6.5%	0.5%	-0.6%	-2.2
